# HCMV antiviral: qHTS Assay for inhibitors of the human cytomegalovirus (HCMV). HFF cells, HCMV-luciferase reporter, 72 h; stronger effect = lower value. activity change, negative = inhibition, % at 57.5 µM. actives 4.5% (n = 410,000); in the data active = activity change below about -60%; inconclusive = no clear call, values can overlap the other calls; inactive = above about -39%
#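 Screen run at 2 compound doses on HFFs infected with reporter HCMV, MOI 1 PFU/cell. Luciferase activity from cell lysates at 72 h post infection gave inhibition relative to buffer-only and Salinomycin wells.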
# AMA1 RON2 block: qHTS for Inhibitors of AMA1-RON; Towards Development of Antimalarial Drug Lead: Primary Screen; Plasmodium falciparum AMA1 (3D7) - RON2 peptide interaction; AlphaScreen AMA1-biotinylated RON2 peptide binding; Potency, µM (titrated, usually from 58.2 µM), for inactives: at the top dose activity change, negative = inhibition, actives largely listed as inhibitors; actives 0.2% (n = 360,000); AID 720542, 2013;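 note: potency is the fitted concentration of half-maximal effect; 0% = vehicle wells and -100% = peptide control; nearly all actives have a fitted effect of over 45% in size; some results filed as inactive show a strong effect at the top dose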
#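 AMA1 (3D7) with his tag at 25 nM final met compounds first, then biotinylated RON2 peptide at 25 nM; detection used donor plus acceptor beads, 10 µg/mL apiece, read by AlphaScreen after 30 min at room temperature.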
# AmpC no deterg: qHTS Inhibitors of AmpC Beta-Lactamase (assay without detergent); actives 0.52% (n = 330,000); P00811; AID 485341, 2010; Potency, µM (doses to about 57.1 µM), without a hit: at the top dose activity change, negative = inhibition, usual class: inhibitors; AmpC nitrocefin hydrolysis, absorbance 480 nm, 0.0001% Triton;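 note: potency is the fitted concentration of half-maximal effect; plate controls were no compound for no effect and no enzyme for full effect; nearly all actives have a fitted effect of over 20% in size; some results filed as inactive show a strong effect at the top dose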
# Target sequence (P00811 whole entry, looked up): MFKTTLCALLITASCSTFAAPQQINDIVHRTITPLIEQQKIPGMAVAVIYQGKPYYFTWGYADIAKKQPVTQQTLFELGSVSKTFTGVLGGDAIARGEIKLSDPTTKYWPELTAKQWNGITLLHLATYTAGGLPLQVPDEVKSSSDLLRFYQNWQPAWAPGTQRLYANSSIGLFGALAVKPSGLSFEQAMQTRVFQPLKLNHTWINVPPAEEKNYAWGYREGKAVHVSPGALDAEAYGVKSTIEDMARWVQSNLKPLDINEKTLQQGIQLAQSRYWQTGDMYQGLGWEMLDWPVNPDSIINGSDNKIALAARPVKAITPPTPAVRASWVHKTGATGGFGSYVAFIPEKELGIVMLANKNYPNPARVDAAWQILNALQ
#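 20 mM phosphate pH 7.0 + 0.01% (detergent screen) or 0.0001% Triton X-100; 5.3 nM AmpC reagent; cpd preinc 15 min RT; nitrocefin (800 uM stock) to start; A480 q20 s × 4 min; Activity was normalised to no-enzyme and no-compound control wells.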
# AmpC inh detg: qHTS Inhibitors of AmpC Beta-Lactamase (assay with detergent); AmpC hydrolysis of nitrocefin, absorbance 480 nm, 0.01% Triton; AID 485294, 2010; actives 0.041% (n = 370,000); P00811; Potency, µM (series often up to 114 µM), inactives show top-dose activity change, negative = inhibition, hits mostly inhibitors;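 note: potency is the fitted concentration of half-maximal effect; 0% = no-compound wells and -100% = no-enzyme wells; nearly all actives have a fitted effect of over 25% in size; some results filed as inactive show a strong effect at the top dose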
#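 20 mM phosphate pH 7.0 + 0.01% (detergent screen) or 0.0001% Triton X-100; 5.3 nM AmpC reagent; cpd preinc 15 min RT; nitrocefin (800 uM stock) to start; A480 q20 s × 4 min; Activity was normalised to no-enzyme and no-compound control wells.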
# Sm TGR inh: qHTS Assay for the Inhibitors of Schistosoma Mansoni Peroxiredoxins; Schistosoma mansoni thioredoxin glutathione reductase (TGR), Q962Y6; purified TGR, DTNB reduction, TNB absorbance 405 nm; Potency, µM (doses to about 114 µM), inactives show at the highest dose activity change, negative = inhibition, most hits filed as inhibitors; actives 3% (n = 360,000); AID 485364, 2010; note: potency is the fitted concentration of half-maximal effect; nearly all actives have a fitted effect of over 60% in size
#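 Kinetic colorimetric format: TGR-catalysed, NADPH-driven DTNB reduction monitored via TNB absorbance. Enzyme dispensed at 20 nM; compound exposure 15 min at room temperature before reaction start.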
# LmPK inh: qHTS Assay for Inhibitors of Leishmania Mexicana Pyruvate Kinase (LmPK). Q27686. purified LmPK, Kinase-Glo ATP luminescence, 1 h. Potency, µM (doses to about 57.5 µM), without a hit: at the top dose activity change, negative = inhibition, actives largely listed as inhibitors. actives 0.37% (n = 290,000); note: potency is the fitted concentration of half-maximal effect
# Target sequence (Q27686 whole entry, looked up): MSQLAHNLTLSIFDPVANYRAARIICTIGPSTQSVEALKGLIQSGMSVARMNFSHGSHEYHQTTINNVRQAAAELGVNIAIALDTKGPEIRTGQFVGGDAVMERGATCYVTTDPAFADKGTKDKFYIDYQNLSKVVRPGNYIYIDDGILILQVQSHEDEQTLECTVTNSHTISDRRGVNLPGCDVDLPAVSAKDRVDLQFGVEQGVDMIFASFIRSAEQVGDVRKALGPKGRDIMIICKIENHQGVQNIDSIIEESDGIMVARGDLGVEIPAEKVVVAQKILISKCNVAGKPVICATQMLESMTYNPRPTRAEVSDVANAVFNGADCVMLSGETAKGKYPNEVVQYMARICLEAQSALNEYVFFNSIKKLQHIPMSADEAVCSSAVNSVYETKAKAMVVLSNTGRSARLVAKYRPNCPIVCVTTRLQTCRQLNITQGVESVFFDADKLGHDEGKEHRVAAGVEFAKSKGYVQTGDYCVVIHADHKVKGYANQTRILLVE
#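 ATP generated from ADP (0.1 mM) and PEP (0.5 mM) by 0.1 nM LmPK over 1 h at room temperature (pH 7.2 imidazole buffer) was detected by coupled luciferase luminescence. Values were normalized to uninhibited and no-enzyme wells.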
# TbPYK inhibitor: qHTS of Trypanosoma Brucei Inhibitors | Potency, µM (top dose mostly 76.8 µM), inactives show at the top dose activity, negative = inhibition, hits mostly inhibitors | actives 0.12% (n = 410,000) | AID 624173, 2012 | TbPYK enzyme, Kinase-Glo Plus ATP luminescence, 45 min | pyruvate kinase (Trypanosoma brucei), Q57TT1; note: potency is the fitted concentration of half-maximal effect; nearly all actives have a fitted effect of over 50% in size
#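 Enzyme and substrate buffer are dispensed first and compound is pin-transferred. ADP at 130 uM final then starts the reaction, which runs 45 min at room temperature. Detection reagent is added for 10 min before luminescence is imaged.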
# * = called active by the depositor; u = inconclusive; x = no result given; + = active, no number; [ ] = dose if it differs, or a comment. Unless noted, calls come from the whole dose curve; as a rule, active = well fitted curve in the direction sought with a large enough effect; inconclusive = small, poorly fitted or top-dose-only effect, or another doubt; inactive = no such curve, though single readings can be large; an effect the other way counts as inactive or inconclusive. Unless noted, % is set by controls: 0 for no effect and ±100 for the full control effect. This is a random part of the collection; overall some 7.4% were active at least once.
no.	molecule	HCMV antiviral	AMA1 RON2 block	AmpC no deterg	AmpC inh detg	Sm TGR inh	LmPK inh	TbPYK inhibitor
1	COc1ccc(NC(C)=O)cc1NC(=O)CN1CCN(CC(=O)Nc2ccccc2Cl)CC1	-33	4%	119%[activator]	-12%	-1%	3%	-14%
2	COc1ccccc1CNC(=O)C1Cc2cc(S(=O)(=O)N3CCCCC3)ccc2N1C(C)=O (stereo unspecified)	-31	0%	100%[activator]	5%	7%	-8%	5%
3	O=C(NC(c1ccccc1)c1ccccn1)c1cccc([N+](=O)[O-])c1 (stereo unspecified)	-20	2%	-8%	0%	0%	-3%[11.5 µM]	6%
4	O=C(C1CC(c2ccccc2O)=NO1)N1CCc2ccccc2C1 (stereo unspecified)	38	21%	-40%	-16%	-18%	-1%	-8%
5	CCn1cc(CNC(=S)Nc2cccc3ccccc23)cn1	-14	5%	5%	-13%	-30%	0%	-4%
6	COC(=O)c1ccccc1NCc1cc(=O)oc2cc(O)c(O)cc12	0	4%	-35%	-6%	-22%	5%	-6%
7	CCOc1ccc(NC(=O)c2ccc(F)c(S(=O)(=O)N(CC)Cc3ccccc3)c2)cc1	-97*	x	x	10%	6%	x	-6%
8	COc1ccc(N2CCN(C(=O)c3ccc(NS(=O)(=O)c4ccc(F)c(F)c4)cc3)CC2)cc1	-14	-12%	0%	u	5%	1%	-4%
9	Cc1ccc(-c2nc(S(=O)(=O)c3ccc(C)cc3)c(SCC(=O)Nc3ccc(F)cc3)o2)cc1	-2	x	x	7%	0%	x	3%
10	COc1ccccc1C(=O)N/N=C(\C)CC(=O)Nc1ccccn1	51	63%[activator]	-15%	0%	13%	-1%	-15%
11	CC1CCc2sc(C(=O)Nc3nnc(SCc4ccc(F)cc4)s3)cc2C1 (stereo unspecified)	87	5%	-42%	u	3%	5%	-13%
12	OCCNc1cc(Cl)ncn1	2	0%	-12%	-3%	1%	5%	3%
13	O=C(Nc1cc(C(F)(F)F)ccc1Cl)c1cccc(N2C(=O)CCC2=O)c1	u	-4%	17%	-3%	-21%	-4%	-7%
14	Cc1nc2ccc(NC(=O)Cn3cnc4c3c(=O)n(C)c(=O)n4C)cc2s1	x	x	-7%	-11%	-5%	-3%	x
15	CC(C)NC(=O)c1c(O)c2ccccc2[nH]c1=O	u	47%[activator]	-25%	u	-1%	-1%	1%
16	NS(=O)(=O)c1ccc(CCNC(=O)COC(=O)CC(c2ccccc2)c2ccccc2)cc1	11	-11%	-5%	7%	-1%	6%	2%
17	C=CCCC(=O)N1CCC(n2nccc2NC(=O)CCCc2ccccc2)CC1	8	0%	28%	0%	8%	-2%	0%
18	C(=N\N1CCN(Cc2ccccc2)CC1)/c1ccccc1	-34	-3%	-5%	6%	5%	-2%	4%
19	Cn1cc(Br)c(C(=O)N/N=C/c2cc3c(cc2Cl)OCO3)n1	-37	-7%	-15%	-3%	1%	-2%	-2%
20	COc1ccc(CNCc2ccc(F)cc2)c(OC)c1	u	3%	-19%	u	6%	2%	-2%
21	COC(=O)Cc1ccc(NC(=S)NCc2cccc(OC)c2)cc1	-31	-3%	-8%	2%	x	-3%	0%
22	COc1ccc(NC(=O)Cn2nnc(C(=O)NCCc3ccccc3)c2N)c(OC)c1	u	21%	0%	2%	-18%	4%	-5%
23	C/C(=C\C(=O)c1ccc(C)cc1)Nc1ccc(N2CCOCC2)cc1	x	x	-13%	-14%	4%	-2%	x
24	Cc1noc(C)c1C(=O)N(C)Cc1ccccc1	16	-1%	-9%	-4%	-7%	-7%	4%
25	O=C(CSc1nc2ccccc2c(=O)[nH]1)c1ccccc1	-7	-2%	-16%	-3%	-3%	-1%	-22%
26	CC(C)c1ccc2occ(CC(=O)N(Cc3ccc(F)cc3)C3CCS(=O)(=O)C3)c2c1 (stereo unspecified)	-64*	x	x	-2%	-9%	x	4%
27	O=C(NC12CC3CC(CC(C3)C1)C2)N1CC2Cc3cccc(=O)n3C(C2)C1 (stereo unspecified)	-19	7%	-4%	-6%	6%	0%	0%
28	Cc1ccc(-n2nnnc2SCC(=O)N2CCNC2=O)cc1C	-34	28%	-20%	0%	-11%	x	3%
29	Cn1nnc2c(N3CCCCC3)nccc21	15	6%	-16%	-11%	5%	-1%	-4%
30	Cc1cc(NCC2CCCO2)n2c(nc3ccccc32)c1C#N (stereo unspecified)	-13	-5%	x	10%	8%	8%	5%
31	CC1CCCC(C)N1C(=O)COC(=O)c1cc(-c2cccs2)nn1-c1ccccc1 (stereo unspecified)	-14	-17%	22%	-18%	-3%	x	2%
32	CCOC(=O)c1c(C)[nH]c(C)c1S(=O)(=O)N1CCCCC1	-32	-4%	1%	-8%	-12%	5%	0%
33	Cc1ccc([N+](=O)[O-])cc1-c1ccc(/C=C(\C#N)c2[nH]nc(N)c2C#N)o1	u	-2%[11.6 µM]	32µM*	2%	-9%	0%	-6%
34	O=C1C=C(Nc2ccccc2)c2ccccc2C1=O	-64*	-2%	-27%	u	-14%	-12%	-9%
35	O=C(CSc1ccc(F)cc1)Nc1ccc(C2SCCS2)cc1	99	-16%	-44%	1%	-1%	4%	2%
36	O=C(Nc1ccc(C(=O)c2ccccc2)cc1)c1ccccc1	13	6%	-28%	1%	11%	3%	-13%
37	NC1=NC(=O)S/C1=C\c1ccc(F)cc1	1	-6%	-12%	-7%	2%	9%	8%
38	NC(=O)c1cccn1Cc1ccccc1Cl	-24	4%	-1%	-23%	-4%	6%	4%
39	Cn1nc(C(F)(F)F)c2cc(C(=O)N3CCOCC3)sc21	40	5%	-12%	0%	4%	3%	-1%
40	COC(=O)c1cncn1Cc1ccccc1	-8	1%	x	x	x	x	6%
41	CCOC(=O)N1CCN(C(=O)c2ccc(N3CCCC3=O)cc2)CC1	7	-19%	-4%	u	6%	-2%	1%
42	Cc1[nH]ncc1-c1ccccc1Cl	-20	-1%	-19%	-1%	26%	7%	9%
43	COC(=O)C1=C(C)NC(c2c(O)ccc3ccccc23)C(C(=O)OC)=C1C (stereo unspecified)	-7	-10%	74%[activator]	-9%	-11%	6%	3%
44	c1ccc(C[C@H]2CNCCN2CCC23CC4CC(CC(C4)C2)C3)cc1	x	2%	111%[activator]	-14%	-4%	x	2%
45	CCOC(=O)C[C@H]1c2cc(F)ccc2S(=O)(=O)N1Cc1ccc(OC)cc1	-18	3%	x	x	x	x	1%
46	Fc1ccccc1N1CCN(C(c2ccnc3ccccc23)c2nnnn2-c2ccc3c(c2)OCCO3)CC1 (stereo unspecified)	-29	-17%	x	x	x	x	-2%
47	OC1(c2cccc(C(F)(F)F)c2)CCN(c2ncnc3c2[nH]c2ccccc23)CC1	-9	21%	-12%	1%	3%	2%	-4%
48	COc1cc(C2NC(=O)C(C#N)=C(S)N2c2ccccc2)ccc1OC(C)C (stereo unspecified)	-8	-3%	-43%	-9%	0%	4%	-14%
49	CCN(CC(=O)Nc1c(F)cccc1F)C(=O)c1ccc2ccccc2n1	15	-5%	-6%	-11%	8%	x	-16%
50	CCOc1ccccc1OCCC(=O)NNC(=O)Cn1nc(C)cc1C	-17	85%[activator]	-4%	-16%	8%	x	1%
51	COC(=O)c1ccc(NC(=O)CCc2nnc3ccc(NCc4ccco4)nn23)cc1	+	0%	31%	-10%	u	1%	-6%
52	CCN(CC)c1ccc(NS(=O)(=O)c2cc3[nH]c(=O)c(=O)[nH]c3cc2C)c(C)c1	-3	x	x	12%	35µM*	x	-26%
53	CC(=O)CSc1nnc2[nH]c(=O)cc(N)n12	2	x	x	3%	10%	x	4%
54	O=C(CCCOc1ccccc1)N1CCc2ccccc2C1	36	16%	-5%	-2%	-12%	4%	1%
55	COc1cccc(/C=C2\SC(=O)N(CC(=O)NC3C=CS(=O)(=O)C3)C2=O)c1 (stereo unspecified)	-69*	-3%	11%	3%	-20%	2%	1%
56	C=CCn1c(-c2c[nH]c3ccccc23)n[nH]c1=S	99	3%	-19%	-12%	u	22µM*	u

# Further compounds follow.
no.	molecule	HCMV antiviral	AMA1 RON2 block	AmpC no deterg	AmpC inh detg	Sm TGR inh	LmPK inh	TbPYK inhibitor
57	CCOc1ccc2[nH]c(=O)c(CN(CCc3ccccc3)C(=O)N3CCCC3)cc2c1	-15	21%	-10%	-7%	2%	-8%	3%
58	CCc1ccccc1OCCCCN1CCCC1	10	-10%	-5%	0%	9%	1%	-2%
59	C=CCn1c(SCC(=O)Nc2ccc(S(N)(=O)=O)cc2)nnc1-c1cnccn1	u	0%	-6%	1%	-1%	5%	2%
60	Cc1ccn2cc(-c3cccc(NC(=O)c4cccs4)c3)nc2c1	-30	-16%	-29%	1%	1%	-3%	0%
61	COc1ccccc1N1CCN(C(=O)CSc2n[nH]c(-c3ccccc3)n2)CC1	-5	x	x	0%	0%	x	3%
62	COc1ccc([C@@H]2CC=C(C(=O)O)[C@H](c3ccccc3F)N2S(=O)(=O)c2ccccc2C)cc1	215	-6%	-15%	u	-5%	x	-3%
63	Cc1ccn2c(=O)c(C(=O)NCc3ccccc3Cl)c(O)nc2c1	12	x	x	1%	0%	x	-1%
64	Cc1ccc(N2CCN(C(=O)c3c(C)oc4ncnc(N5CCCCC5)c34)CC2)c(C)c1	-7	x	x	6%	-3%	x	-4%
65	CN(CC(=O)O)S(=O)(=O)c1cccs1	75	-7%	-7%	-13%	-4%	-7%	2%
66	O=C(CSc1ncnc2c1cnn2-c1ccccc1)NC1CCCC1	-39	-10%	u	-7%	-6%	x	-16%

# Some of the entries above, reformatted:
64. Cc1ccc(N2CCN(C(=O)c3c(C)oc4ncnc(N5CCCCC5)c34)CC2)c(C)c1
65. CN(CC(=O)O)S(=O)(=O)c1cccs1
66. O=C(CSc1ncnc2c1cnn2-c1ccccc1)NC1CCCC1
entry no. | 64 | 65 | 66
HCMV antiviral | -7 | 75 | -39
AMA1 RON2 block | x | -7% | -10%
AmpC no deterg | x | -7% | u
AmpC inh detg | 6% | -13% | -7%
Sm TGR inh | -3% | -4% | -6%
LmPK inh | x | -7% | x
TbPYK inhibitor | -4% | 2% | -16%

# Compound activity (PubChem)
